From PubChem BioAssay
Giardia FBPA inh = blocks Giardia fructose-bisphosphate aldolase activity; A8B2U2; purified Giardia FBPA; Potency, µM (highest dose often 59.6 µM), for inactives: top-dose activity, negative = inhibition, hits mostly inhibitors; actives 0.71% (n = 290,000); AID 2451; further: potency means the concentration at half of the fitted maximal effect; nearly all actives have a fitted effect of over 55% in size
Target sequence (A8B2U2 whole entry, looked up): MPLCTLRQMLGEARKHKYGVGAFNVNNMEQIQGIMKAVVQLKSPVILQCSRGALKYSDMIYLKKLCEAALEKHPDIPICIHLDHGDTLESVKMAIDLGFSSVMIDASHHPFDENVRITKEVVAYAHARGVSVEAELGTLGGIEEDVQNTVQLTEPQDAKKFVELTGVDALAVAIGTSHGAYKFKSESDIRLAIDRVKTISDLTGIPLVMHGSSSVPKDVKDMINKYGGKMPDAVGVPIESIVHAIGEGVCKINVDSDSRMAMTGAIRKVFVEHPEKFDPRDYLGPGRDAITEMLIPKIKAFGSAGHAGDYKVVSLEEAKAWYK
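Giardia FBPA (40 nM reagent) was preincubated 10 min at RT with compound (up to 57.5 uM final), then substrate plus GAPDH/TPI/NAD/arsenate coupling system with diaphorase/resazurin was added; resorufin fluorescence (525/598 nm) was read after 20 min.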
HCMV inh = human cytomegalovirus inhibition; HFF cells, HCMV-luciferase reporter, 72 h; stronger effect = lower value; activity change, negative = inhibition, % at 57.5 µM; actives 4.5% (n = 410,000); in the data active means activity change below about -60%; inconclusive means no clear call, values can overlap the other calls; inactive means above about -39%
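Human foreskin fibroblasts infected with luciferase-reporter HCMV at MOI 1 PFU/cell, compounds at two doses. Luciferase measured 72 h post infection; normalized to buffer-only basal and Salinomycin (10uM) controls.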
AmpC inh no detg = AmpC beta-lactamase inhibition without detergent; AmpC nitrocefin hydrolysis, absorbance 480 nm, 0.0001% Triton; AID 485341; Potency, µM (highest dose often 57.1 µM), for the others: top-dose activity change, negative = inhibition, usual class: inhibitors; actives 0.52% (n = 330,000); P00811;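 further: potency means the concentration at half of the fitted maximal effect; plate controls were no compound for no effect and no enzyme for full effect; nearly all actives have a fitted effect of over 20% in size; some results filed as inactive show a strong effect at the top dose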
Target sequence (P00811 whole entry, looked up): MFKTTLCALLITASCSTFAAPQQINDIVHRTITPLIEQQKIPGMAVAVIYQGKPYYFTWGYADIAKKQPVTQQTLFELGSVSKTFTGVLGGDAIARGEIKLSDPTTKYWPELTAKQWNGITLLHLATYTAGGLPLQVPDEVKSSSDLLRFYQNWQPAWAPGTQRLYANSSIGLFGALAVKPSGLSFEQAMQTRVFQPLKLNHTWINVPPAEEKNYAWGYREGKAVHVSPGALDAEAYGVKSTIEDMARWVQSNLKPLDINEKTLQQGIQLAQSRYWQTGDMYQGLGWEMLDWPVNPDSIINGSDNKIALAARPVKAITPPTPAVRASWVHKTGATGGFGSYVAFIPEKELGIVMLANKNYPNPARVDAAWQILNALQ
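20 mM phosphate pH 7.0 + 0.01% (detergent screen) or 0.0001% Triton X-100; 5.3 nM AmpC reagent; cpd preinc 15 min RT; nitrocefin (800 uM stock) to start; A480 q20 s × 4 min; Activity was normalised to no-enzyme and no-compound control wells.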
Sm TGR inh = inhibitors of Schistosoma mansoni thioredoxin glutathione reductase; Potency, µM (doses to about 114 µM), for the others: top-dose activity change, negative = inhibition, most hits filed as inhibitors; actives 3% (n = 360,000); purified TGR, DTNB reduction, TNB absorbance 405 nm; AID 485364; Q962Y6; further: potency means the concentration at half of the fitted maximal effect; nearly all actives have a fitted effect of over 60% in size
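First, TGR (20 nM dispensed) and NADPH were mixed with compound. Second, a 15 min room-temperature incubation followed. Third, further NADPH and then DTNB were added to start the reaction. Finally, TNB absorbance was monitored kinetically.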
AmpC detergent = inhibitors of E. coli AmpC beta-lactamase with detergent | AID 485294 | actives 0.041% (n = 370,000) | Potency, µM (top dose mostly 114 µM), for the others: top-dose activity change, negative = inhibition, actives largely listed as inhibitors | AmpC hydrolysis of nitrocefin, absorbance 480 nm, 0.01% Triton | P00811;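 further: potency means the concentration at half of the fitted maximal effect; 0% = no-compound wells and -100% = no-enzyme wells; nearly all actives have a fitted effect of over 25% in size; some results filed as inactive show a strong effect at the top dose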
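AmpC (5.3 nM in the dispensed reagent) in 20 mM phosphate pH 7.0 with 0.01% (detergent screen) or 0.0001% Triton X-100 was preincubated with compounds for 15 min at room temperature. Nitrocefin was then added from an 800 uM solution, and hydrolysis was followed at 480 nm.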
HCV inh = blocks hepatitis C virus. AID 651820. Potency, µM (highest dose often 41.8 µM), without a hit: at the top dose activity change, negative = inhibition, most hits filed as inhibitors. Huh7.5.1 HCVcc-Cre infection, luciferase reporter, 44 h. actives 3.4% (n = 340,000); further: potency means the concentration at half of the fitted maximal effect
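Whole-lifecycle infectious HCVcc-Cre system; cells 1,000/well, compound then virus (~0.5 moi) added 4 h after plating, 44 h culture. Luciferase read 15 sec following 15 min substrate incubation, room temp.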
* = called active by the depositor; ? = inconclusive; / = no result given; [ ] = remark or other dose. Unless noted, the call rests on the fitted dose curve; in most records, active means well fitted curve in the direction sought with a large enough effect; inconclusive means small, poorly fitted or top-dose-only effect, or another doubt; inactive means no such curve, though single readings can be large; an effect the other way counts as inactive or inconclusive. Unless noted, on the % scale 0 is the no-effect control and ±100 the full control effect.

SMILES | Giardia FBPA inh | HCMV inh | AmpC inh no detg | Sm TGR inh | AmpC detergent | HCV inh
Cc1ccc(-n2nc(C)c3c(C)c(CCC(=O)NCc4ccccc4)c(C)nc32)cc1 | 2% | 4 | -9% | 2% | -4% | -2%
Cc1ccc(OCC(=O)N(Cc2cccc(Cl)c2)C2CCS(=O)(=O)C2)cc1C (stereo not drawn) | -16% | -33 | 87%[activator] | 8% | -5% | -10%
O=C(CCn1c2c(c3ccccc31)CCCC2)NNC(=O)c1cccc([N+](=O)[O-])c1 | 5% | -32 | -36% | 4% | -2% | ?
CN1CCN(C2=C(Cl)C(=O)C(c3cnc(N4CCCCC4)s3)=C(Cl)C2=O)CC1 | 5% | / | 100%[activator] | -13% | -1% | -27%
CCOc1ccccc1NC(=O)c1ccccc1-c1nc(-c2ccccc2)no1 | 3% | 15 | -8% | 2% | 4% | ?
Cn1cnc([N+](=O)[O-])c1Oc1ccccc1 | 4% | -10 | -9% | 35µM* | 3% | ?
Cc1c(CCOC(=O)c2cc([N+](=O)[O-])cc([N+](=O)[O-])c2)sc[n+]1CC(=O)c1ccccc1 | -16% | -6 | 32% | -32% | 0% | ?
Cc1cc(OCC(=O)NCCc2ccc(S(N)(=O)=O)cc2)c2c(C)c(C)c(=O)oc2c1 | / | 0 | -20% | 1% | -1% | -3%
CC(=O)Nc1nc(SCC(=O)NCc2ccc(F)cc2)[nH]c(=O)c1NC(=O)c1cccs1 | -18% | -16 | -21% | 8% | -8% | 24%
COCC(C)OC(=O)C(C#N)c1nc2ccccc2nc1N1CCN(Cc2ccccc2)CC1 (stereo not drawn) | -29% | -23 | 15% | 3% | -4% | 5%
NC(=O)Cc1nc2scc(-c3ccccc3)c2c(=O)[nH]1 | -2% | -28 | -14% | / | -3% | -6%
Cn1c(=O)c2c(SCC(=O)N3CCOCC3)nc(-c3ccccc3F)nc2n(C)c1=O | 5% | 45 | 48%[activator] | 3% | ? | /
Cc1cccc(OCC(=O)NC(=S)N2CCCc3ccccc32)c1 | / | 5 | -12% | 18% | -2% | 5%
COc1ccc(-n2nc(C(=O)NCC(=O)NC3CCCCC3)c3ccccc3c2=O)c(OC)c1 | -4% | 22 | -6% | 7% | ? | 22%
CCOC(=O)[C@H]1[C@H]2COc3cc(OC)ccc3[C@@H]2N2C(=O)CN(C)C(=O)[C@@]12C | / | -10 | 17% | / | / | 14%
O=C(CNC(=O)c1ccc(Br)o1)NCc1ccccc1Cl | / | -22 | -14% | 4% | 4% | -3%
CCOC(=O)N1CCC(N2CC34C=CC(O3)C(C(=O)Nc3ccc(F)cc3)C4C2=O)CC1 (stereo not drawn) | 3% | / | 2% | -3% | ? | 24%
Cc1ccc(-c2nc(NCc3ccc(F)cc3)n(S(C)(=O)=O)n2)cc1 | -9% | 19 | -18% | -10% | 0% | ?
COc1ccc(OC)c(Cc2nnc(CCC(=O)NCc3nc4ccccc4s3)o2)c1 | -6% | 22 | 106%[activator] | -8% | -6% | -5%
CCC1(c2ccc(F)cc2)NC(=O)N(CC(=O)Nc2cc(C)on2)C1=O (stereo not drawn) | / | -20 | -5% | -11% | ? | 12%
CCOC(=O)CCc1c(C)c2ccc(OCc3nn[nH]n3)c(C)c2oc1=O | -7% | 10 | -18% | -9% | ? | 16%
CCOc1cc(N2CCOCC2)c(OCC)cc1NC(=O)COC(=O)[C@H](Cc1c[nH]c2ccccc12)NC(C)=O | -4% | 31 | 128%[activator] | 0% | -5% | 19%
CCc1ccccc1NC(=O)Cn1nnc(-c2nc(-c3ccc(C)cc3)no2)c1N | / | -26 | / | 10% | 2% | /
COc1ccc(-c2nnc(SCC(=O)N3CCOCC3)o2)cc1 | -5% | 103 | -13% | 6% | ? | 0%
COc1cccc(CNC(=O)CCC2CCCN(C(=O)c3ccc(C)nc3)C2)c1 (stereo not drawn) | 0% | 3 | -2% | 10% | 0% | 14%

Further compounds.
SMILES | Giardia FBPA inh | HCMV inh | AmpC inh no detg | Sm TGR inh | AmpC detergent | HCV inh
CC(=O)c1ccc(OCC(=O)NCC2(N3CCCCC3)CCCCC2)cc1 | 1% | -25 | -5% | -2% | 7% | -1%
Cc1cc(S(=O)(=O)N2CCC3(CC2)OCCN3S(=O)(=O)c2cccs2)ccc1F | / | / | -23% | 0% | ? | -19%
CN(C)c1cc[n+](CC(=O)Nc2cccc([N+](=O)[O-])c2)cc1 | -25% | ? | -21% | 7% | -13% | 11%
N#Cc1nc(-c2ccc(COc3ccc(Cl)cc3)o2)oc1N1CCC(C(N)=O)CC1 | / | -65* | / | -1% | 20% | /
O=C(/C=C/c1ccccc1)NCCS(=O)(=O)N1CCN(c2ccccc2F)CC1 | / | 2 | -25% | -3% | ? | -12%
CCOCc1c(C(=O)NCc2ccccc2CN2CCCC2)oc2ccccc12 | / | -5 | 47% | 18% | 7% | ?
CC1(C)CC(NC(=O)CC(c2ccccc2)c2ccccc2)CC(C)(C)N1 | 1% | 0 | -3% | 5% | 10% | -6%
CN1CCN(CC(O)COC(c2ccc(Cl)cc2)c2ccc(Cl)cc2)CC1 (stereo not drawn) | -7% | -80* | 171%[activator] | -15% | -12% | 5µM*
O=C(COC(=O)C1CCN(c2ccc(C(F)(F)F)cn2)CC1)Nc1cc(F)ccc1F | / | -16 | -11% | 4% | -12% | 34%[activator]
Cc1ccc(C(=O)/C=C/c2ccc(-c3ccccc3[N+](=O)[O-])o2)cc1 | ? | -10 | -39% | -31% | -6% | ?
COc1cccc(OC)c1C(=O)Nc1cccc(-c2nc3cc(C)cc(C)c3o2)c1 | / | -12 | / | 9% | -2% | /
COCCNC(=O)c1ccc(NC(=O)C2(c3ccccc3)CCCC2)cc1 | 0% | ? | 16% | -1% | 4% | 5%
CC(C)(C)c1ccc(OCC(=O)N/N=C/c2cc(Br)ccc2OC(=O)c2ccco2)cc1 | / | 14 | -21% | 2% | -10% | ?
O=C(COc1ccc(F)cc1)N(CC1=CCS(=O)(=O)C1)c1ccccc1 | 7% | 20 | -7% | 13% | -6% | 8%
Cc1ccc(NC(=O)c2ccc3[nH]c(=O)c(=O)[nH]c3c2)nc1 | -11% | -24 | -2% | 3% | 1% | 2%
CC(C)=CCSc1nnc([C@@H](N)Cc2c[nH]c3ccccc23)o1 | ? | -28 | 58% | 6% | -3% | -10%
COc1ccc(C)cc1-n1nnnc1SCn1nnc2ccccc2c1=O | 4% | -80* | -18% | -22%[11.4 µM] | -6% | ?
O=C(c1ccccc1)c1c[nH]c(C(=O)C(Cl)(Cl)Cl)c1 | 5% | 0 | -17% | -9% | -1% | 12%
CCOc1ccccc1N(CC(=O)Nc1ccc(S(=O)(=O)N2CCOCC2)cc1)S(=O)(=O)c1ccccc1 | 1% | / | -20% | -4% | -15% | ?
NC(=O)c1ccsc1NC(=O)COC(=O)COc1ccc(C=O)cc1 | / | 9 | -28% | -3% | -11% | -1%
COC(=O)C1=C(C)N(C(C)C)C(=O)C1(NC(=O)C1CCCCC1)C(F)(F)F (stereo not drawn) | 7% | 17 | -2% | 15% | 3% | 10%
CCN(CC)C(=O)COc1ccc2oc(-c3ccco3)cc(=O)c2c1 | 0% | 7 | -12% | -2% | 7% | 11%
COc1cccc(-c2cc(C(=O)N3CCOCC3)no2)c1 | 3% | 66 | 5% | -1% | ? | 14%
COc1ccc(NC(=O)C2CCN(S(C)(=O)=O)CC2)cc1OC | 8% | 5 | -27% | 4% | -16% | 13%
CC(C)c1ccc(C(=O)NNC(=O)c2ccncc2)cc1 | 1% | -24 | -7% | 3% | -2% | 11%

Part of the list above, with values under each structure:
Fields – Giardia FBPA inh	HCMV inh	AmpC inh no detg	Sm TGR inh	AmpC detergent	HCV inh
COc1cccc(-c2cc(C(=O)N3CCOCC3)no2)c1
  3%	66	5%	-1%	?	14%
O=C(COC(=O)C1CCN(c2ccc(C(F)(F)F)cn2)CC1)Nc1cc(F)ccc1F
  /	-16	-11%	4%	-12%	34%[activator]

(listing goes on)
SMILES | Giardia FBPA inh | HCMV inh | AmpC inh no detg | Sm TGR inh | AmpC detergent | HCV inh
COc1ccc(NC(=S)N(CCCN2CCCC2)Cc2ccco2)cc1 | -5% | -9 | -18% | 3% | 4% | -1%
CC(=NCc1ccco1)C1=C(O)c2ccccc2C1=O | 5% | -2 | -14% | ? | -12% | -1%
COc1ccc(Cl)cc1NC(=O)N1CCN(Cc2cc(=O)n3nc(-c4ccccc4)sc3n2)CC1 | / | 6 | / | 6% | 3% | /
O=c1c2[nH]c3ccc(F)cc3c2ncn1C1CCCCC1 | 3% | 31 | -13% | -25% | ? | 9%
Brc1ccccc1C1CC(c2ccccc2)=Nc2ccccc2N1 (stereo not drawn) | ? | 60 | -37% | -11% | -6% | -27%
COc1ccc(Cn2c(=S)[nH]c3cc(OC)c(OC)cc3c2=O)cc1 | 4% | -40 | -15% | 7% | 7% | -2%
CCCCn1c(N)c(N(CCOC)C(=O)c2ccc3c(c2)C(=O)N(c2ccccc2Cl)C3=O)c(=O)[nH]c1=O | / | 12 | 33% | / | / | 14%
Cn1c(=O)c2cc(S(=O)(=O)N3CCOCC3)ccc2n(C)c1=O | -1% | -2 | -20% | 4% | -3% | 14%
O=C(NCCCN1CCN(c2ccccc2)CC1)c1ccc2nc(Cc3ccccc3)oc2c1 | / | ? | / | -10% | 24% | /
NC(=O)CSc1nnc2ccc(-c3ccc(F)cc3)nn12 | 6% | ? | -7% | 4% | -1% | 8%
COC1CCCN(C(=O)c2ccc3oc(Cc4ccc(Cl)cc4)nc3c2)C1 (stereo not drawn) | / | 3 | 149%[activator] | -25% | 8% | -1%
CC(NC(=O)CN(C)S(=O)(=O)c1cnc[nH]1)c1ccccc1 (stereo not drawn) | 4% | -5 | -18% | 10% | 3% | 20%
COc1ccc(NC(=O)OCCn2c([N+](=O)[O-])cnc2C)cc1 | 1% | 42 | -11% | -5% | -9% | 10%
OC(COc1ccccc1Cl)CN1CCN(CC(O)COc2ccccc2Cl)CC1 (stereo not drawn) | 3% | -12 | 166%[activator] | 11%[11.4 µM] | -3% | ?
Cc1ccc(OCCNC(=O)c2cc(=O)[nH]c3ccccc23)cc1 | 6% | -32 | -10% | 4% | -6% | 7%
C=CC[C@@H](CC(=O)N[C@H](CO)Cc1ccccc1)C(=O)N[C@H](COC(=O)[C@@H](CC=C)Cc1ccc(F)cc1)Cc1ccccc1 | / | -13 | 23% | / | / | 0%

Ordered by length of the SMILES (lowest first): 5 of the compounds above.
SMILES | Giardia FBPA inh | HCMV inh | AmpC inh no detg | Sm TGR inh | AmpC detergent | HCV inh
COc1ccc(NC(=S)N(CCCN2CCCC2)Cc2ccco2)cc1 | -5% | -9 | -18% | 3% | 4% | -1%
Cc1ccc(OCCNC(=O)c2cc(=O)[nH]c3ccccc23)cc1 | 6% | -32 | -10% | 4% | -6% | 7%
Cn1c(=O)c2cc(S(=O)(=O)N3CCOCC3)ccc2n(C)c1=O | -1% | -2 | -20% | 4% | -3% | 14%
COc1ccc(Cn2c(=S)[nH]c3cc(OC)c(OC)cc3c2=O)cc1 | 4% | -40 | -15% | 7% | 7% | -2%
C=CC[C@@H](CC(=O)N[C@H](CO)Cc1ccccc1)C(=O)N[C@H](COC(=O)[C@@H](CC=C)Cc1ccc(F)cc1)Cc1ccccc1 | / | -13 | 23% | / | / | 0%
